Screening data from PubChem.
AMA1-RON2 inh: qHTS for Inhibitors of AMA1-RON; Towards Development of Antimalarial Drug Lead: Primary Screen; AlphaScreen AMA1-biotinylated RON2 peptide binding; Potency, µM (highest dose often 58.2 µM), for the others: at the top dose activity change, negative = inhibition, hits mostly inhibitors; 0.2% of 360,000 active; AID 720542, 2013; active = well fitted inhibition curve with a large enough effect; inconclusive = small, poorly fitted or top-dose-only effect; inactive = no such curve, though single readings can be large or run the other way;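 also: potency is read from the fitted curve at half-maximal effect; 0% = vehicle wells and -100% = peptide control; nearly all actives have a fitted effect of over 45% in size; some results filed as inactive show a strong effect at the top dose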
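AMA1 (3D7) with his tag at 25 nM final met compounds first, then biotinylated RON2 peptide at 25 nM; detection used donor plus acceptor beads, 10 µg/mL apiece, read by AlphaScreen after 30 min at room temperature.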
HCMV inh: qHTS Assay for inhibitors of the human cytomegalovirus (HCMV); 4.5% of 410,000 active; HFF cells, HCMV-luciferase reporter, 72 h; stronger effect = lower value; activity change, negative = inhibition, % at 57.5 µM; in the data active = activity change below about -60%; inconclusive = no clear call, values can overlap the other calls; inactive = above about -39%
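Two-dose cell screen: HFF monolayers treated with compounds and infected with luciferase-expressing HCMV at 1 PFU/cell, 72 h at 37C, then lysed for luciferase measurement.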
Numbers without * were called inactive; ? = inconclusive; [ ] = another dose, or the depositor's remark. Unless noted, % is scaled to controls: 0 for no effect and ±100 for the full control effect.

Fields – AMA1-RON2 inh | HCMV inh
#1 CCOC(=O)C1CCN(C(=O)c2sc3ncn(CC(=O)N4CCCCC4)c(=O)c3c2C)CC1
 : -6% | 3
#2 CC(C)N(C)c1ncnc2c1ncn2[C@H]1CN(Cc2ccc3c(c2)OCO3)C[C@@H](CO)O1
 : 51%[activator] | -7
#3 N#Cc1ccc2[nH]cc(C3c4cc(F)ccc4C=C(c4ccsc4)N3c3ccc(C#CCCO)cc3)c2c1 (centres undefined)
 : 4% | -1
#4 C[N+](C)(C)CCNC(=O)c1ccccc1
 : 11% | 0
#5 C=CCC[C@H](CCCCC)OC(=O)/C=C/[C@@H](O)[C@H](O)C[C@@H](O)CC=C
 : 10% | -22
#6 C[C@@H]1CCCCO[C@@H](CN(C)Cc2ccccc2)[C@@H](C)CN([C@H](C)CO)C(=O)c2cc(N(C)C)ccc2O1
 : 19% | -6
#7 O=C(CCl)NC1(C(=O)O)CCCC1
 : 13% | 26
#8 O=C1[C@H]2[C@H](C=CC[C@H]2C(=O)N2CCN(c3ccccc3)CC2)CCN1Cc1ccc(Cl)c(Cl)c1
 : -5% | 20
#9 CC1(c2ccc(Cl)cc2)NC(=O)N(CC(=O)Nc2ccc3c(c2)OCO3)C1=O (centres undefined)
 : 14% | 38
#10 CCOC(=O)C1(C)CCCN(C(=O)c2cc(F)cc(F)c2)C1 (centres undefined)
 : 1% | -3
#11 COC(=O)[C@]12CCCCC=C1N(Cc1ccc3c(c1)OCO3)C(=O)[C@H](CC(=O)NCCC(C)C)C2
 : -13% | 17
#12 CCc1nc2c(OCc3ccccc3C(=O)OC)cccn2c1N(C)C(=O)c1cccs1
 : -8% | 9
#13 O=C(NCc1cccc(C(F)(F)F)c1)c1cc(-c2ccccc2)nn1CC1CC(c2cccnc2)=NO1 (centres undefined)
 : 39% | -1
#14 C[C@H]1COc2cccc(N(C)CCO)c2S(=O)(=O)N1
 : 0% | -33
#15 O=C(Nc1ccccc1)NC1CCCCCCC1
 : -23% | 12
#16 NC(c1csc(Nc2nncc3ccccc23)n1)C1CCCCC1 (centres undefined)
 : 102%[activator] | 15
#17 CN(C(=O)COc1ncnc2ccc(Br)cc12)C1CCCCC1
 : -1% | -27
#18 NC(=O)c1cccc(-c2ccnc3c2CC(C(=O)NCCC(F)(F)F)O3)c1 (centres undefined)
 : 0% | 25
#19 C[C@@H]1CN([C@@H](C)CO)C(=O)CCCn2nncc2CO[C@H]1CN(C)C(=O)Oc1ccccc1
 : 4% | 3
#20 COc1ccc(NC(=O)c2cc(-c3sc(NC(=O)c4ccccc4)nc3C)n(CCO)n2)cc1
 : -10% | 47
#21 Cc1ccccc1-n1c(SCC(=O)NC2CC2)nc2ccccc2c1=O
 : -8% | 8
#22 COc1ccc(C2=Nc3ccccc3NC(=O)C2N(CCCn2ccnc2)C(=O)c2cccc(S(C)(=O)=O)c2)cc1 (centres undefined)
 : -9% | -5
#23 CCOC(=O)c1ccc(NC(=O)c2nc[nH]c2C(=O)N(C)CCO)cc1
 : -8% | -12
#24 CCCCN1C(=O)C(CC(=O)NCc2cccs2)CC(C(=O)N(CC)CC)=C1C (centres undefined)
 : 12% | -16
#25 Cc1cc(C)c(C(O)c2ncc(-c3ccccc3C)[nH]2)c(C)c1 (centres undefined)
 : 6% | 1
#26 Cc1c(C(=O)NCc2cccc([N+](=O)[O-])c2)sc(=O)n1Cc1cccc(F)c1
 : -11% | -61*
#27 CCc1c(-c2ccc(F)cc2)ncn1Cc1cccc(-c2ccccc2)c1
 : -29% | -40
#28 COc1ccc(S(=O)(=O)N2Cc3ccccc3-n3nncc3C2)cc1
 : -3% | -17
#29 CCCn1c(C)cc(/C=C(\C#N)C(=O)OCC(=O)N(CC)c2c(N)n(Cc3ccccc3)c(=O)[nH]c2=O)c1C
 : -7%[11.6 µM] | -11
#30 Cc1ccc(CNC(=O)c2cccnc2)cc1
 : 4% | 24
#31 O=C(CCc1nc2ccccc2c(=O)[nH]1)NCCN1C(=O)S/C(=C\c2ccc(OC(F)F)cc2)C1=O
 : -9%[11.6 µM] | -24
#32 CCOc1cc(S(=O)(=O)NCc2ccccc2)c(OCC)cc1-n1cnnn1
 : 12% | ?
#33 Cc1ccc(C)c(S(=O)(=O)N2CCN(C(=O)CCC(=O)NCc3ccc(Cl)cc3Cl)CC2)c1
 : 5% | -27
#34 CNc1ccc2ncc(-c3ccccc3NC(C)=O)n2n1
 : -5% | -2
#35 CC(=O)Nc1ccc(NC(=O)c2cc(S(=O)(=O)N3CCCCC3)ccc2N2CCOCC2)cc1
 : 2%[11.6 µM] | -14
#36 CCCCOCCCNC(=O)C[C@@H]1C[C@@]2(C(=O)OCC)CCCC=C2N(Cc2ccco2)C1=O
 : 43%[activator] | -4
#37 NC(CCc1ccccc1)c1csc(Nc2ccc(C(F)(F)F)cn2)n1 (centres undefined)
 : 64%[activator] | -25
#38 COc1ccc2c(c1)N(C[C@H](C)CN(C)C)c1ccccc1S2
 : ? | 2
#39 Cc1ccc(C(=O)N2CCN(c3ccc4c(c3)C3CC4CCN3C(=O)OCc3ccccc3)CC2)cc1 (centres undefined)
 : ? | 26
#40 CCOC(=O)C(=C1Nc2ccccc2N1)n1c(-c2cnccn2)nc2ccccc21
 : 54%[activator] | 39
#41 C#CCN(C[C@@H]1[C@@H](OC(=O)NC2CCCC2)[C@@H](OC(=O)NC2CCCC2)CN(C(=O)OC(C)C)N1C(=O)OC(C)C)S(=O)(=O)c1ccc(C)cc1
 : 0% | -23
#42 O=C(NNC(=S)Nc1cccc(C(F)(F)F)c1)c1ccncc1
 : 164%[activator] | -15
#43 CCCCC(c1nc2ccccc2[nH]1)n1c(-c2ccccc2)nc2ccccc21 (centres undefined)
 : 6% | 13
#44 C/C(=N\n1c(C)nc2ccccc2c1=O)c1ccc(N)cc1
 : -8% | 10
#45 CC1(C)Oc2cc3oc(-c4cc(O)cc(O)c4)cc3cc2CC1O (centres undefined)
 : -2% | -30
#46 CCCCn1nnnc1C(c1ccccc1)N1CCN(c2ncccc2C(F)(F)F)CC1 (centres undefined)
 : 8% | -19
#47 CC(=O)Nc1ccc(NC(=O)CSc2nc(=O)n(Cc3cccnc3)c3c2CCC3)cc1
 : 1% | 0
#48 Cc1cc(Cl)c2oc(C(=O)N3CCOCC3)c(C)c2c1
 : -3% | 23
#49 COc1cc(-c2ccc(N3C(c4ccsc4)=Cc4ccc(F)cc4C3c3c[nH]c4ccc(C#N)cc34)cc2)cc(OC)c1OC (centres undefined)
 : -5% | 29
#50 CCC(CO)Nc1ccn2nc(-c3cc(OC)c(OC)c(OC)c3)cc2n1 (centres undefined)
 : 8% | 60

The listing continues:
Fields – AMA1-RON2 inh | HCMV inh
#51 CCOC(=O)C1(Cc2ccccc2)CCCCCC1=O (centres undefined)
 : 3% | 27
#52 C[C@@H]1CCCCO[C@H](CN(C)C(=O)Nc2cccc3ccccc23)[C@@H](C)CN([C@H](C)CO)C(=O)c2cc(N(C)C)ccc2O1
 : -5% | 2
#53 CC(=NNC(=O)c1ccncc1)c1ccccc1Cl
 : 13% | -8
#54 C[C@@H]1CN([C@@H](C)CO)C(=O)CCCn2nncc2CO[C@@H]1CN(C)C(=O)Nc1ccc(C(C)(C)C)cc1
 : -6% | 16
#55 Nc1cccc2c(O)cccc12
 : -5% | -102*
#56 COc1cccc(-c2cccc(-c3nc(C(=O)NCc4ccc5c(c4)OCO5)cc4c3[C@H](CCO)N(S(=O)C(C)(C)C)C4)c2)c1 (some centres undefined)
 : 5% | 13
#57 O=C(O)c1ccc2ccc3ccccc3c2c1
 : -3% | 12
#58 Fc1ccc(-c2nc3c4ccccc4ccn3c2Cc2cccc(Cl)c2)cc1
 : -16% | 33
#59 CC(OC(=O)c1cccnc1Cl)C(=O)NC1CCCCC1 (centres undefined)
 : 5% | -6
#60 Cc1cccc(C)c1C(O)c1ncc(-c2cccc(F)c2)[nH]1 (centres undefined)
 : 11% | -12
#61 COc1ccccc1CN1[C@@H](CC(=O)O)c2ccccc2S1(=O)=O
 : 1% | -10
#62 CCCCCC(=O)N1C[C@@H](O)[C@H](n2cc(C3CC3)nn2)C[C@@H]1c1ccccc1
 : 0% | -12
#63 CC1(C(=O)NS(=O)(=O)c2cccc(C#N)c2)CCN1C(=O)Cc1ccc(-c2ccccc2)cc1 (centres undefined)
 : -2% | -19
#64 CCCc1cn(CC(C)n2c(=O)c3ccccc3n2Cc2cc(C(C)C)no2)nn1 (centres undefined)
 : 0% | 17
#65 COc1ccc(CC(=O)Nc2ccc3c(c2)OC2(CCCC2)O3)c(OC)c1
 : -29% | -28
#66 CCCNC(=O)C1(C)CCCN(C(=O)c2ccc3c(c2)CCO3)C1 (centres undefined)
 : 10% | 2
#67 CC1(C(=O)NCc2ccccc2)CN(S(C)(=O)=O)CC(=O)N1Cc1ccc2c(c1)OCO2 (centres undefined)
 : -8% | 25
#68 CCc1ccc(C(O)c2ncc(-c3ccccc3Cl)[nH]2)cc1 (centres undefined)
 : -11% | -96*
#69 CC(=O)c1nn(-c2cccc(C)c2)cc1C(=O)c1cccc(Br)c1
 : -3% | 8
#70 COc1ccccc1NC(=O)c1ccc(NC(=O)C2CC2)cc1
 : -17% | ?
#71 O=C(NCc1ccc(F)cc1)c1cc(C2CCCCN2C(=O)c2ccccn2)on1 (centres undefined)
 : -5% | -8
#72 C=CCOc1cccc(C(=O)N2CCCC(Nc3ccc(F)cc3)C2)c1 (centres undefined)
 : -33% | 3
#73 CC1CCC(NC(=O)c2nn(C)c(=O)c3ccccc23)CC1 (centres undefined)
 : 4% | 39
#74 C#CCOc1ccc(CNC[C@H]2O[C@@H](n3ccc(N)nc3=O)[C@H](O)[C@@H]2O)cc1
 : 15% | 4
#75 COc1ccc(C(=O)OCC(=O)N2CCN(S(=O)(=O)c3ccc(C)cc3)CC2)cc1[N+](=O)[O-]
 : 6% | 3
#76 Cc1ccnc(NC(=O)CCNC(=O)c2ccc(Br)cc2)c1
 : -7% | 15
#77 c1ccc(-c2cnc(-c3ccccn3)nn2)cc1
 : ? | 35
#78 CN(CCc1ccccc1)C(=O)c1cccc(NC(=O)Cc2cccc(NC(=O)C3CCCN(S(=O)(=O)c4cccc([N+](=O)[O-])c4)C3)c2)c1 (centres undefined)
 : -6% | -18
#79 Cn1cc([C@]2(O)C(=O)Nc3ccc(OC(F)(F)F)cc32)c2ccccc21
 : -16% | 110
#80 CCCCN(C(=O)CC1CCCC1)c1c(N)n(Cc2ccccc2)c(=O)[nH]c1=O
 : 0% | 15
#81 CCOC(=O)[C@]12CCCC=C1N(Cc1cccc3ccccc13)C(=O)[C@H](CC(=O)NCCCCc1ccccc1)C2
 : -4% | 23
#82 COC(=O)c1ccc(C(=O)OC)c(NC(=O)C2CC(=O)N(C3CCCC3)C2)c1 (centres undefined)
 : -7% | 31
#83 CCOC(=O)[C@]12Cc3cc(OC)ccc3[C@H]1N(C)C(=O)c1cc(OC)ccc12
 : 5% | -106*
#84 CC(=O)Nc1ccc(-c2ccnc3c2CC(C(=O)NCCc2ccccc2)O3)cc1 (centres undefined)
 : -2% | 10
#85 COc1cccc(NC(=O)CN(C)C(=O)/C=C/c2cn(-c3ccccc3)nc2-c2ccc(OC)c(OC)c2)c1
 : -13% | -5
#86 CC(=O)Nc1ccc(NC(=O)C2(C)Cc3c(-c4ccccc4)ccnc3O2)cc1 (centres undefined)
 : -2% | -20
#87 Oc1ccc(C=NNC(=S)Nc2ccccc2)nc1
 : -83% | -97*
#88 CCCOc1ccc(/C=C/C(=O)N2CCN(C(=O)c3ccco3)CC2)cc1OC
 : -15% | 13
#89 CCOC(=O)C1=C(C)NC(C)=C(C(=O)OCC)C1c1nc2ccccc2[nH]1
 : 14% | -1
#90 CN(Cc1ccc([N+](=O)[O-])cc1)c1ccccc1
 : -19% | -30
#91 c1cc(C2OCCO2)cs1
 : 2% | -25
#92 O=C(Nc1ccccc1F)c1csc(COCCO)n1
 : 1% | 26
#93 CC(=O)Nc1cccc2ccc(O)cc12
 : 0% | 29
#94 CCc1noc(C)c1C(=O)N1CCCC(N2CCN(c3ccc(F)cc3)CC2)C1 (centres undefined)
 : -11% | -21
#95 CCOC(=O)c1ccc[n+]([O-])c1
 : -4% | -4
#96 CC(=O)N1CCN(Cc2cc(=O)oc3cc(C)cc(C)c23)CC1
 : 0% | 19
#97 NC(=S)NN=C1CCCC(C(F)(F)F)C1 (centres undefined)
 : 66%[activator] | -1
#98 O=C(NCc1ccc(F)cc1)c1cc(C2CCCCN2S(=O)(=O)c2cccc3cccnc23)on1 (centres undefined)
 : 0% | ?
#99 CCNC1CCC(Nc2ccnc3cc(Cl)ccc23)CC1 (centres undefined)
 : 1% | 5
#100 CC(C)Oc1ccccc1/C=N/n1nnnc1N
 : -7% | -4
#101 CC(=O)Oc1ccc(-c2cc3c(OC(C)=O)cc(OC(C)=O)cc3oc2=O)cc1
 : 26% | -5
#102 O=C(c1ccc2c(c1)OCO2)N1CCN(CCN2C(=O)c3cccc4cccc(c34)C2=O)CC1
 : 14% | -40

Not all compounds are listed. The share of hits here may be higher or lower than overall.
